# DAGLB inhibitor: diacylglycerol lipase beta (human) inhibition; actives 0.059% (n = 340,000); inhibition, % at 5.17 µM; Q8NCG7; HEK293T DAGLB membrane lysate, EnzChek fluorogenic substrate; in the data active means inhibition above about 34%;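 further: 0% = enzyme with vehicle and 100% = wells lacking enzyme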
# Tat export inh: blocks Tat-dependent protein export in E. coli. E. coli MC4100 TorA-mCherry Tat export, fluorescence. inhibition, % at 10 µM. actives 0.036% (n = 340,000);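 active means mean replicate inhibition at least 50% and at least half of replicates individually reaching 50%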;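 further: exported cargo escapes ClpAP degradation while cytoplasmic cargo is degraded and loses fluorescence; 0% = median of neutral control wells and 100% = median of NaSCN control wells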
# AddAB inh: less growth of phage-infected E. coli with AddAB | E. coli expressing H. pylori AddAB, absorbance growth | actives 0.29% (n = 330,000) | inhibition, % at 11.9 µM; in the data active means inhibition above about 12%;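 further: 0% = vehicle wells of infected cells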
# PKA-R2B act: PKA-R2B complex activation | P22694+P31323 | AID 504700 | actives 0.079% (n = 340,000) | PKA-R2B holoenzyme dissociation, Cy5-IP20 fluorescence polarization; R2B truncated from residue 108, S112A mutant; 0% DMSO only, 100% 113 µM cGMP | activation, % at 11.4 µM;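 active means activation above a cutoff set at the mean over all compounds plus 3 SD, cut at about 18% in these data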;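 further: higher means more holoenzyme dissociation and a rise in polarization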
# Target sequence (P31323 whole entry, looked up, other chains not shown, the tested form may be a part): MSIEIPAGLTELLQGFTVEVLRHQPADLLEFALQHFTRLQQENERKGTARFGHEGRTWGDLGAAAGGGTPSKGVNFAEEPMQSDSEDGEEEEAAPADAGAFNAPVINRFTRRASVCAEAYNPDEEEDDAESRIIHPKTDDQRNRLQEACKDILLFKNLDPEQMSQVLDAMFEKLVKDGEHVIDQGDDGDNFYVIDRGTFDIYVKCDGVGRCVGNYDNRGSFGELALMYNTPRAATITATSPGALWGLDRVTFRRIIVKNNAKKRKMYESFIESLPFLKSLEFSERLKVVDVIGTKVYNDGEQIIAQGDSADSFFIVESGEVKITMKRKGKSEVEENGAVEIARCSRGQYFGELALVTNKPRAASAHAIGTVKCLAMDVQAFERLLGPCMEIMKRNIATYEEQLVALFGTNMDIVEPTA
# Mot1-301 SUMO: SUMOylation pathway inhibition by Mot1-301 growth rescue. AID 2716. growth rescue, % at 18.8 µM. actives 1% (n = 320,000). S. cerevisiae Mot1-301 growth rescue, ATP luminescence, 38.5C; percent above DMSO median, 100 means doubled;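 active means every valid replicate shows activation above 250% relative to neutral control wells; inactive means the rest, any valid replicate at or below 250%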;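 further: OY570 slx delta 5 strain wells were the positive control but not used for scaling; some compounds called inactive have numbers as strong as hits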
# E coli growth: counter-screen for AddAB inhibitors: E. coli growth inhibition | E. coli V3065 growth, OD600 absorbance, 18 h | actives 0.27% (n = 330,000) | inhibition, % at 11.9 µM;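 active means inhibition above the campaign's mean inhibition across all tested compounds plus 3 SD, cut at about 9.9% in these data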;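 further: uninfected addAB+ strain grown without phage in ampicillin broth; 0% = DMSO wells and 100% = ciprofloxacin 0.95 µg/ml wells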
# CDK5 p35 inh: inhibitors of human CDK5/p35 kinase; actives 0.01% (n = 330,000); Q00535+Q15078; inhibition, % at 10 µM; Recombinant CDK5/p35, ADP-Glo luminescence, 60 min;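 active means highest replicate inhibition of at least 50% and at least 75% of replicates reaching 50%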;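 further: plate controls were DMSO neutral control for no effect and GW8510 at 10 µM for full effect; many of its hits are not listed in these tables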
# Target sequence (Q00535 whole entry, looked up): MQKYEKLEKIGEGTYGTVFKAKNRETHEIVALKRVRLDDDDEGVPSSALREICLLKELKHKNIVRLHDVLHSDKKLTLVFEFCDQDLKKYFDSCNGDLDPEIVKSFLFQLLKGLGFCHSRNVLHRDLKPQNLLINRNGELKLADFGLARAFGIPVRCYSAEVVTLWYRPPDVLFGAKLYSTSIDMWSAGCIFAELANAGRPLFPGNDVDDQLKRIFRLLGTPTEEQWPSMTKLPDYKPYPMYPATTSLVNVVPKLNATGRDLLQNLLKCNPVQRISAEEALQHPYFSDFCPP
# Target sequence (Q15078 whole entry, looked up): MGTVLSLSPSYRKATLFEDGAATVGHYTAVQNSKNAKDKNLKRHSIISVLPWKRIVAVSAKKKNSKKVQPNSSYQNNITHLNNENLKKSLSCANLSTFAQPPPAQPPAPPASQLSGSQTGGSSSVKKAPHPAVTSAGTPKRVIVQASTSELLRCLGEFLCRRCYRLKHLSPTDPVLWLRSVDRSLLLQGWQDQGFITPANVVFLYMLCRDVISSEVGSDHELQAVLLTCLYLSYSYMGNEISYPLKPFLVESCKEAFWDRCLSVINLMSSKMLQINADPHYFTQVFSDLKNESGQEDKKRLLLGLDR
# HTR5A ag ctr: HTR5A agonism, opioid heterodimer counter-screen | P47898 | HTR5A agonist assay, luminescence, cell-based | activation, % at 9.3 µM | actives 0.61% (n = 340,000) | AID 504692; in the data active means activation mostly above about 9.5%, no sharp cut-off; inactive means mostly below about 7.6%;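 further: 0% = cells with vehicle only and 100% = reference agonist; strong numbers were not always called active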
# PKA-R1A activ: activates the PKA-R1A holoenzyme complex | PKA-R1A dissociation, Cy5-IP20 fluorescence polarization; scaled: DMSO 0%, 113 µM cGMP 100% | actives 0.083% (n = 340,000) | AID 504707 | P00514+P68181 | activation, % at 11.4 µM;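 active means percent activation above the mean of all tested compounds plus 3 SD, cut at about 19% in these data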;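 further: higher means more PKAc released from R1A so a rise in polarization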
# phage Ecoli inh: E. coli growth loss with phage present; growth absorbance; inhibition, % at 11.9 µM; actives 0.26% (n = 360,000); AID 651602; in the data active means inhibition above about 11%
# HTR5A inv ag: inverse agonist of human HTR5A in OPRM1-OPRD1 counter-screen | P47898 | HTR5A cell line, luminescence, inverse agonism | inhibition, % at 9.3 µM | actives 0.083% (n = 340,000); in the data active means inhibition mostly above about 23%, no sharp cut-off; inactive means mostly below about 18%;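 further: 0% = cells with DMSO and 100% = no-cell wells with DMSO; some compounds called inactive have numbers as strong as hits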
# * marks the source's active call; other numbers are inactive results; i = inactive; . = no result given.
SMILES,DAGLB inhibitor,Tat export inh,AddAB inh,PKA-R2B act,Mot1-301 SUMO,E coli growth,CDK5 p35 inh,HTR5A ag ctr,PKA-R1A activ,phage Ecoli inh,HTR5A inv ag
Cc1ncc(CCl)c2c1OC(C)(C)OC2,-2,-1,2.1,3,366,-1.4,-0.5,3,5,0.5,-10
CSCCC(NC(=O)c1cc(S(=O)(=O)N2CCOCC2)ccc1F)c1nc2ccccc2[nH]1 (stereo not drawn),-1,5,2.4,0,-14,-0.3,0.1,3,-3,2.5,1
O=C(Nc1nccs1)c1cccc(NC(=O)c2ccco2)c1,0,-5,-0.5,6,0,3.9,-0.4,12,0,3.4,-30
COc1ccccc1-n1cnnc1SCC(=O)Nc1cc(C(C)(C)C)nn1-c1ccccc1,2,8,-0.4,-1,-13,-1.4,-1.4,1,-2,-0.9,19
C=C(C)CSCc1nc2ccccc2[nH]1,-3,3,1.3,9,9,-2.6,-3.5,1,-15,1.8,3
CCCCCN(C(=O)CCC(=O)OCc1cccc(C(F)(F)F)c1)c1c(N)n(CCCC)c(=O)[nH]c1=O,5,18,0.1,-2,-11,-2.6,2.3,7,-1,1.4,-18
O=C1Nc2ccc(S(=O)(=O)N3CCCC3)c3cccc1c23,0,5,-0.8,-16,104,0.0,2.0,-3,-6,0.8,3
Cc1cc(C(=O)NNC(=O)c2cccc(C(F)(F)F)c2)no1,2,7,0.7,-4,28,-0.6,0.5,-3,6,3.6,0
Cc1c2c(nc3nnnn13)CCCC2,0,7,-0.7,-2,-4,-3.6,2.5,-2,-6,0.8,5
C/C(=N\OCc1ccccc1)c1c(O)cc(C(C)C)n(-c2ccccc2)c1=O,-6,2,-0.7,6,12,-1.6,0.2,-3,-8,2.1,8
COCCNC(=S)NN=C1CCCCC1,0,-11,-0.5,2,1,0.2,-1.6,-3,2,1.2,8
CCSc1nnc(NC(=O)CSc2nnc(-c3c[nH]c4ccccc34)n2C)s1,-5,4,0.7,-4,-6,0.3,-0.3,1,-11,1.1,-2

# A draw from above in order of heavy-atom count, high to low:
SMILES,DAGLB inhibitor,Tat export inh,AddAB inh,PKA-R2B act,Mot1-301 SUMO,E coli growth,CDK5 p35 inh,HTR5A ag ctr,PKA-R1A activ,phage Ecoli inh,HTR5A inv ag
CSCCC(NC(=O)c1cc(S(=O)(=O)N2CCOCC2)ccc1F)c1nc2ccccc2[nH]1 (stereo not drawn),-1,5,2.4,0,-14,-0.3,0.1,3,-3,2.5,1
C/C(=N\OCc1ccccc1)c1c(O)cc(C(C)C)n(-c2ccccc2)c1=O,-6,2,-0.7,6,12,-1.6,0.2,-3,-8,2.1,8
Cc1ncc(CCl)c2c1OC(C)(C)OC2,-2,-1,2.1,3,366,-1.4,-0.5,3,5,0.5,-10
Cc1c2c(nc3nnnn13)CCCC2,0,7,-0.7,-2,-4,-3.6,2.5,-2,-6,0.8,5

# (listing goes on)
SMILES,DAGLB inhibitor,Tat export inh,AddAB inh,PKA-R2B act,Mot1-301 SUMO,E coli growth,CDK5 p35 inh,HTR5A ag ctr,PKA-R1A activ,phage Ecoli inh,HTR5A inv ag
O=C(CN1C(=O)NC2(CCCCC2)C1=O)Nc1ccc(Cl)c(S(=O)(=O)N2CCOCC2)c1,-3,-13,1.0,-10,2,-2.3,-1.2,10,4,1.6,-25
CCOC(=O)Cc1nnc(NC(=O)COc2ccc(OC)cc2)s1,2,-2,2.6,-13,10,-1.4,-1.5,-4,-13,-3.9,10
O=C(CSc1nncs1)Nc1ccc(S(=O)(=O)N2CCCC2)cc1,0,-4,3.8,-6,5,2.5,-1.2,0,16,2.6,9
COc1cc(C2NC(=O)NC(C)=C2C(=O)OCC2CCCCC2)ccc1O (stereo not drawn),-1,-14,2.2,2,-1,2.3,-0.4,-1,-1,0.1,3
Cc1occc1-c1nnc(SCC(=O)NC2CC2)n1C(C)C,-8,-8,1.5,-6,20,1.4,-0.5,0,-12,-2.8,-12
Cc1cccc(C(=O)Nc2ccc3c(c2)C(=O)N(CC(C)C)C3=O)c1,-3,-2,-1.9,1,-8,1.9,-0.4,3,-17,2.2,-16
C#CCOCCOCCOCCNc1nc(N2CCN(C(=O)CCCCCCCCCCNC(=O)Cn3cc(CCCCCN)nn3)CC2)nc(N2CCN(C(=O)CCCCCCCCCCNC(=O)[C@H](CO)n3cc(CCCSC)nn3)CC2)n1,-2,27,-2.5,-11,-9,-0.9,5.2,14,-2,.,-40
O=C(NC(NCc1cccnc1)C(Cl)(Cl)Cl)c1cccc2ccccc12 (stereo not drawn),-2,-10,2.6,1,5,-1.2,0.6,0,-10,-0.3,-1
Cc1nc2ccccc2n1CCC(=O)Nc1cccc(F)c1,-4,-3,3.0,0,689,-2.8,1.6,1,-1,1.6,-8
CCOc1ccc(S(=O)(=O)Nc2cccc(C)c2)c2cccnc12,-3,-2,1.4,1,4,-0.6,0.2,1,-2,2.6,-3
O=C(NCc1ccco1)c1cc2c(s1)CCCCC2,-1,0,0.8,16,111,1.3,-1.3,-4,3,-1.3,-13
O=C(CSc1nnc(-c2ccco2)n1Cc1ccco1)Nc1ccccc1,0,7,-0.1,11,i,1.6,-1.7,-6,-6,1.7,1
CCNC(=S)NNC(=O)c1cc(-c2ccc(OCC)cc2)nc2ccccc12,-1,-13,2.8,-13,-45,1.9,5.6,-3,-15,1.8,-24
O=C(COc1ccc(F)cc1Br)NCc1nnc2ccccn12,0,-1,1.2,-6,12,2.8,-6.0,10,0,3.6,-26
COc1ccc(Cn2c(N)c(S(=O)(=O)c3cccs3)c3nc4ccccc4nc32)cc1,-2,-24,0.2,3,-5,-1.7,-1.1,15*,-9,1.2,-5
O=C(O)CCc1ccc(-c2ccccc2)n1Cc1ccco1,7,1,2.2,13,-13,0.5,-1.6,9.7*,8,0.0,-7
O=C(O)c1cc(S(=O)(=O)N2CCN(S(=O)(=O)c3ccc4ccccc4c3)CC2)ccc1Br,10,0,0.7,3,-3,-0.7,0.3,6,-5,1.1,-16
O=C1Cc2cc(S(=O)(=O)NCc3ccc(F)cc3)ccc2N1,-3,4,0.4,1,1,-1.4,1.6,1,-2,0.1,-3
O=C(COC(=O)CNC(=O)c1ccccc1)NCCc1ccccc1,0,-4,1.2,-13,-3,1.1,-0.6,10,-11,3.2,-26
Cc1ccc2c(Cl)cc(Cl)c(OCC(=O)Nc3cccc(S(N)(=O)=O)c3)c2n1,0,-4,-1.7,1,8,-3.1,0.3,2,4,0.0,-18
CCN(CCS(=O)(=O)c1ccc(Br)cc1)Cc1nc2ccccc2c(=O)[nH]1,0,1,0.8,4,-3,2.3,0.3,1,1,2.1,-2
N#Cc1cc2cc3c(cc2nc1N1CCOCC1)OCO3,-2,-3,5.5,6,-4,1.6,-1.0,3,-2,2.2,-3
O=C(CCc1ccccc1)N1CCN(c2ccccn2)CC1,-8,-8,2.3,7,12,0.0,-0.7,0,3,-1.1,-12
COC(=O)c1sccc1NC(=O)Nc1ccccc1F,-2,-3,-1.8,6,-3,-2.0,-3.1,6,7,4.2,-16

# An excerpt of these results, bar-delimited:
canonical_smiles | DAGLB inhibitor | Tat export inh | AddAB inh | PKA-R2B act | Mot1-301 SUMO | E coli growth | CDK5 p35 inh | HTR5A ag ctr | PKA-R1A activ | phage Ecoli inh | HTR5A inv ag
O=C(COC(=O)CNC(=O)c1ccccc1)NCCc1ccccc1 | 0 | -4 | 1.2 | -13 | -3 | 1.1 | -0.6 | 10 | -11 | 3.2 | -26
Cc1ccc2c(Cl)cc(Cl)c(OCC(=O)Nc3cccc(S(N)(=O)=O)c3)c2n1 | 0 | -4 | -1.7 | 1 | 8 | -3.1 | 0.3 | 2 | 4 | 0.0 | -18
CCN(CCS(=O)(=O)c1ccc(Br)cc1)Cc1nc2ccccc2c(=O)[nH]1 | 0 | 1 | 0.8 | 4 | -3 | 2.3 | 0.3 | 1 | 1 | 2.1 | -2

# Next part:
SMILES,DAGLB inhibitor,Tat export inh,AddAB inh,PKA-R2B act,Mot1-301 SUMO,E coli growth,CDK5 p35 inh,HTR5A ag ctr,PKA-R1A activ,phage Ecoli inh,HTR5A inv ag
CC(=O)N1CCC(C(=O)Nc2ccccc2)(N(Cc2ccccc2)C(=O)c2cccnc2)CC1,-2,3,2.7,-8,7,-2.1,1.2,-3,-7,2.4,-6
COC(=O)c1c(NC(=O)C2=COCCO2)sc(C)c1C,-6,-8,0.4,-9,15,1.4,0.0,-3,-7,3.2,-17
CCOCCCNc1nc(C)nc2c1nnn2Cc1c(F)cccc1Cl,-3,-6,4.2,3,-4,0.3,2.0,-5,5,2.3,13
N#C/C(=C\c1cccs1)C(=O)NCC1CCCO1 (stereo not drawn),0,-2,3.0,-14,.,0.1,-0.4,1,8,2.3,-10
CC(=O)c1ccc(OCC(=O)Nc2ccc3c(c2)CCC3)cc1,-2,5,3.8,4,-7,-0.4,0.8,-3,-5,3.0,9
O=C(Nc1cccc(S(=O)(=O)N2CCCC2)c1)C1CCCN1C(=O)c1cccs1 (stereo not drawn),0,-7,2.9,-7,30,-1.7,0.1,2,1,2.0,34
Cc1ccc2cc(CN(CCN(C)C)C(=O)Nc3ccc(Cl)cc3)c(=O)[nH]c2c1,0,1,3.4,2,0,-0.2,-2.1,0,-2,6.6,-1
Cc1ccccc1S(=O)(=O)N1[C@@H](c2cccc(Cl)c2)C(C(=O)O)=CC[C@H]1c1ccc(Cl)cc1,-8,2,-0.6,-6,21,0.1,-4.0,-2,-6,3.9,8
CC(C)CN(C(=O)COC(=O)CSc1ccc([N+](=O)[O-])cc1)C1CCS(=O)(=O)C1 (stereo not drawn),-2,-4,1.2,-3,-19,0.3,2.5,4,6,3.7,-11
O=c1[nH]c(SCc2ccc(Cl)cc2)nc2[nH]ncc12,1,-11,0.9,4,-8,0.3,-1.3,4,7,5.0,-11
Cc1nc2c3ccccc3nc(NNC(=O)CCC(=O)NC3CCCC3)n2n1,0,6,-0.8,-8,-13,0.3,2.2,0,-8,3.3,7
C#CCOc1ccc(Br)cc1C(c1c(C)[nH][nH]c1=O)c1c(C)[nH][nH]c1=O,0,-9,0.2,-3,29,-1.2,-1.2,-1,-1,2.6,4
CCC(NC(=O)c1ccccc1NC(=O)C(C)(C)C)C(=O)N1CC(C)OC(C)C1 (stereo not drawn),0,3,2.2,-5,-24,-1.0,-0.1,1,-1,1.5,17
O=c1c2ccccc2nc2n1CCS2,1,-5,1.2,-4,6,1.1,-0.7,-2,-3,2.6,3
COc1ccc(CNC(=O)C[C@H]2C[C@H](C(=O)N3CCCCC3)[C@@]3(C)c4[nH]c5ccc(Cl)cc5c4CCN3C2=O)cc1OC,-1,10,-1.1,2,.,-1.6,-0.7,2,-7,2.0,-6
Cn1c(C2CCCCC2)nc2ccccc21,0,-16,-0.2,-9,-4,-1.7,0.7,1,-3,1.6,-2
COc1ccc(OC)c(CCNC(=O)C(=O)Nc2ccc3nc4n(c(=O)c3c2)CCCCC4)c1,6,1,2.9,-4,35,-0.9,-0.6,6,-12,0.5,-17

# Compound activity deposited in PubChem by several laboratories.
